# LGR2 antag: inhibitors of bursicon-induced LGR2 CRE-luciferase signal, primary screen, cell-based, HEK293, CRE-luciferase reporter, bursicon stimulation. bursicon-stimulated, 4 h. 380,000 tested, 0.35% active. Drosophila bursicon receptor LGR2 (rickets). inhibition, % at 9.99 µM;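 active means drop in luminescence signal, shown as inhibition above about 50% in the replicate tests, limit read from the data, passing the limit was not always enough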;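 further: agonist challenge used bursicon conditioned medium at about half maximal strength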
# S100A4 inh HTS: inhibitors of S100A4-myosin IIA peptide binding, primary screen, biochemical, fluorescence polarization, TAMRA-MyoIIA peptide. 360,000 tested, 0.14% active. inhibition, % at 10.7 µM. Protein S100-A4 (Homo sapiens), P26447;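 active means mean inhibition of at least 70% across replicates, with every replicate also reaching that level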
# Target sequence (P26447 whole entry, looked up): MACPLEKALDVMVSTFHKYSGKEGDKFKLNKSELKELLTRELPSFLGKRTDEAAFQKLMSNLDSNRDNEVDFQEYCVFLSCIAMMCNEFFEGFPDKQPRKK
#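 Compound dosing: one dose per compound; test system: human S100A4 monomer with TAMRA-labelled myosin IIA peptide; probe or stimulus: TAMRA-labelled myosin IIA heavy-chain peptide probe, 5 nM; medium: HEPES buffer with Ca2+, pH 7.2; schedule: 5 min incubation before reading; benchmarks: neutral control DMSO, positive control TFP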
# Cneo AK release: Cryptococcus neoformans cell lysis inducers, primary screen, AK release luminescence, single concentration; lysis activity, % at 15 µM; C. neoformans lysis, adenylate kinase release luminescence, 4 h; normalised: neutral wells 0, clomiphene wells 100; 360,000 tested, 0.2% active; AID 651654, 2012;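 active means mean lysis activity across replicates of at least 80%, whatever share of replicates individually reach that level; inactive means mean lysis activity below 80%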
#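 Test system: log-phase Cryptococcus neoformans yeast cells; Quantity: yeast cell density of 5 × 10^6 cells/mL; Buffer or medium: YPD; Doses: single compound concentration per well; Timing: 4 h at 37 °C static, read 1 h later; Measured by: AK luminescence; Read-out basis: lysis from increased AK signal; Control set: Clomiphene as positive control.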
# PGC1a acetyl inh: inhibitors of PGC1a acetylation signal, primary screen, cell-based, U2OS, AlphaScreen, inhibitor mode; AlphaScreen anti-acetyl-lysine; with virally co-expressed GCN5 acetyltransferase; AID 651687, 2012; inhibition, % at 15.6 µM; 350,000 tested, 0.17% active;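 active means every replicate shows inhibition of at least 40%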;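 further: 0% = neutral control wells and 100% = positive control wells; some results beyond the cut were filed as inactive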
# ERAP1 HTS inh: human ERAP1 aminopeptidase inhibitors, primary screen, biochemical, single point, plate reader | Endoplasmic reticulum aminopeptidase 1 (Homo sapiens), Q9NZ08 | recombinant ERAP1, Leu-AMC fluorescence, 60 min | inhibition, % at 10.7 µM | 340,000 tested, 0.15% active | AID 652197, 2013;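 active means mean replicate inhibition of at least 30%, or all replicates individually reaching that 30% level; inactive means mean below 30% and not every replicate reaching it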;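 further: 0% = neutral control wells and 100% = L-leucinethiol positive control wells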
# SIRT5 block: SIRT5 desuccinylase inhibitors, primary screen, biochemical, fluorescence imaging, single point, set 5. inhibition, % at 15 µM. Purified SirT5, succinyl-peptide AMC, trypsin-coupled fluorescence. 330,000 tested, 1.1% active. AID 652115, 2013; in the data active means inhibition above about 15%
# Target sequence (Q9NXA8 whole entry, looked up): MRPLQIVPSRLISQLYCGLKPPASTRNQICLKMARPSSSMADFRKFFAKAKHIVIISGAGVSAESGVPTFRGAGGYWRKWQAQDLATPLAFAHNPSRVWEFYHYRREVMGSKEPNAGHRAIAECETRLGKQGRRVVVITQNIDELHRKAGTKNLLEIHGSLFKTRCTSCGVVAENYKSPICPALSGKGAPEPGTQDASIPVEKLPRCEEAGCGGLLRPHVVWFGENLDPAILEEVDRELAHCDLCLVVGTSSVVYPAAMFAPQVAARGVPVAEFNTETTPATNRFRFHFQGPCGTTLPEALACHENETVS
# XiGFP reactiv: activators of inactive X chromosome reactivation, primary screen, imaging, XiGFP fibroblasts, GFP high-content imaging, set 2; activation, % at 7.58 µM; AID 743238, 2013; XiGFP mouse fibroblasts, % GFP-positive cells imaging, 3 d; cells co-treated with 5-aza-dC sensitizer; scaled so ellipticine positive control = 100%; 360,000 tested, 0.055% active;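 active means mean normalized replicate activation at least 10% and every replicate at or above 10%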;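 further: 0% = median of on-plate neutral control wells and 100% = ellipticine 6 µM median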
#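 material = 68-5-11 XiGFP fibroblast line | medium = DMEM plus 5-aza-dC sensitizer | schedule = 3 days compound exposure | benchmarks = positive control ellipticine, 6 µM final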
# Statin myotox sup: suppressors of statin myotoxicity in C2C12 myotubes, primary screen, cell-based, single point, plate reader; C2C12 myotubes + simvastatin, ATP luminescence, 48 h; scaled: DMSO 0, geranylgeraniol control 100; 330,000 tested, 0.78% active; rescue of ATP level, % at 7.49 µM;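 active means mean ATP rescue above about 67%, or every replicate alone reaching that limit, limit read from the data, passing the limit was not always enough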;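 further: myotubes were challenged with 10 µM simvastatin during compound exposure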
# * = called active by the depositor; · = not tested or not shown; & = joins results of further samples. The list is partial; the hit share may differ from the screen's.
item	compound	ERAP1 HTS inh	SIRT5 block	LGR2 antag	PGC1a acetyl inh	Cneo AK release	Statin myotox sup	XiGFP reactiv	S100A4 inh HTS
1	O=C(CS(=O)(=O)c1cn(Cc2ccc(Cl)cc2)c2ccccc12)N1CCCCC1	-6	0	0	·	-2	13	-0.2	-5
2	c1cc(-c2n[nH]c(-c3ccncc3)n2)ccn1	2	-3	15	1	-1	-1	0.1	0
3	Cc1noc(C)c1S(=O)(=O)Nc1cccc2c1O[C@@H](CN(C)C(=O)Nc1ccccc1)[C@@H](C)CN([C@H](C)CO)C2=O	3	1	-2	1	-61	4	-0.4	-40
4	COCCNC(=O)C(=O)NCC1OCCN1S(=O)(=O)c1ccc(F)cc1 (stereo not drawn)	-1	0	2	3	-1	5	0.1	-3
5	Cc1cccc(C)c1OCc1nnc(SCC(=O)NCc2ccccc2)o1	-2	-3	4	-9	-2	1	·	-1
6	CC(C)OCc1c(C(=O)Nc2nccs2)oc2ccccc12	-2	-3	-6	-2	3	-2	0.3	-5
7	O=C(NC1CC1)C1=C[C@@H](C2CC2)C[C@@H](OCCCCO)O1	1	-5	13	-2&7	-29&1	14	0.0	-16
8	Cc1ccc(Cn2c(=O)c3c(nc4n3CCCN4Cc3ccccc3)n(C)c2=O)cc1	·	·	14	-5	-4	14	·	·
9	O=S(=O)(c1ccccc1)N1CC[C@@H]2[C@H](CO)Nc3ccc(-c4ccccc4F)cc3[C@@H]21	·	·	2	-1	6	-5	0.0	·
10	CCN1CCN(c2cc(C)c3cc(NC(=O)CCC(=O)Nc4ccc(OC)cc4OC)ccc3n2)CC1	1	-5	11	·	-2	-4	0.1	13
11	CC(C)n1cc(/C=C/c2cc[n+](C)cc2)c2ccccc21	24	8	6	8	-1	-161	0.6	-18
12	Cc1cc(C)c(S(=O)(=O)N2CCOC2CNC(=O)C(=O)NCCCN2CCOCC2)c(C)c1 (stereo not drawn)	1	-9	-4	-4	-1	·	0.3	-2
13	CCc1nnc(NC(=O)CCC(=O)N2CCN(Cc3ccc(OC)c(F)c3)CC2)s1	-3	1	4	3	0	14	0.0	1
14	COc1ccc(S(=O)(=O)N2CCN(CC(=O)c3[nH]c(C)c(C(C)=O)c3C)CC2)cc1OC	0	-5	-21	·	-2	-2	0.4	-4
15	COCC(=O)Nc1ccc2c(c1)[C@@H]1C[C@H](CC(=O)N3CCCCC3)O[C@@H](CO)[C@@H]1O2	·	·	9	29	59	3	0.0	·
16	CC(=O)N(C)C[C@@H]1Oc2ncc(C#CC3(O)CCCC3)cc2C(=O)N([C@@H](C)CO)C[C@@H]1C	4	1	-5	-1	7	-3	0.0	-2
17	COc1c(C(=O)Nc2ccc(CN3CCOCC3)cc2)cc2ccccc2c1Br	3	-5	12	-8	1	-22	0.0	-8
18	CN(C)C(=O)C(OC(=O)c1ccc2c(c1)CCCC2)c1ccccc1 (stereo not drawn)	-6	-3	17	-3	1	0	0.3	-7
19	CC(C)[C@H]1COCc2cn(nn2)CCCC(=O)N1	3	4	11	·	0	·	-0.1	-1
20	COc1ccc(S(=O)(=O)Nc2ccccc2C(=O)N2CCOCC2)cc1F	-2	0	13	-14	-1	5	0.1	3
21	NS(=O)(=O)c1ccc(NC(=O)c2cc(-c3ccccc3O)n[nH]2)cc1	3	-7	-15	·	-1	-23	0.1	-4
22	COCC#Cc1cnc2c(c1)C(=O)N([C@@H](C)CO)C[C@H](C)[C@@H](CN(C)C(=O)Nc1cc(F)ccc1F)O2	3	-14	13	-1	-22	-12	0.6	-3
23	CC(C)CCNC(=O)C1CC(c2cccc([N+](=O)[O-])c2)=NO1 (stereo not drawn)	5	·	-4	·	0	9	2.4	-2
24	CCCC(C(=O)NC1CCCC1)N(C(=O)Cn1nnc(-c2ccc(C)o2)n1)c1cccc(O)c1 (stereo not drawn)	-3	-2	11	-1	2	-1	·	-6
25	CC(C)NCC(O)COc1ccc(CC(N)=O)cc1 (stereo not drawn)	0	-2	15	4	1	3	0.0	-6
26	COc1ccc(-c2csc(NC(=O)c3c(C)noc3C)n2)cc1OC	-1	·	19	-2	3	-8	0.0	9
27	C=CCn1c(SCc2ccc(C(=O)NCCO)cc2)nc2sc(C)c(C)c2c1=O	-1	-1	·	7	1	15	0.0	-2
28	O=C(CN1C(=O)C2C3C=CC(C4CC34)C2C1=O)Oc1ccccc1 (stereo not drawn)	-3	-6	-1	·	1	·	0.5	-1
29	CN(CCC1CCOCC1)C(=O)C1CCC(=O)N(CCc2cccc(F)c2)C1 (stereo not drawn)	-1	3	14	2	1	2	0.0	1
30	CO[C@@H]1CN(C)C(=O)c2cc(NS(C)(=O)=O)ccc2OC[C@@H](C)N(Cc2nccs2)C[C@H]1C	-1	12	18	17	55	3	-0.3	9
31	CC(C)(O)C#Cc1ccc([C@@H]2[C@@H](CO)N3CCCCN(Cc4ccccc4F)C[C@@H]23)cc1	-1	-2	26	0	-4	-14	0.0	-34
32	COc1cc2c(c(OC)c1OC)-c1ccc(NC(=O)c3ccc(F)cc3)c(=O)cc1[C@@H](NC(C)=O)CC2	-1	4	-4	·	1	-58	0.8	-5
33	O=C(c1ccccc1F)N1C[C@H]2O[C@@H](CNS(=O)(=O)c3ccccc3)CC[C@H]21	-5	-14	·	0	·	·	·	-24
34	COc1cccc(C#Cc2ccc3c(c2)O[C@@H](CN(C)C(=O)c2ccccn2)[C@@H](C)CN([C@@H](C)CO)S3(=O)=O)c1	-2	4	-12	-11	-1	66	0.6	-3
35	COc1cccc(N2CCN(C(=O)/C=C/c3ccco3)CC2)c1	0	-3	-13	-4	·	·	0.2	-1
36	CN(NC(=O)Nc1ccccc1)c1cnn(C)c(=O)c1Cl	0	-2	4	-3	-2	·	0.8	-2
37	COc1ccc(NC(=O)Nc2cccc3c2O[C@@H](CN(C)Cc2ccc(C(=O)O)cc2)[C@H](C)CN([C@H](C)CO)C3=O)cc1	2	4	3	7	-9	8	0.3	15
38	Cc1cccc(C(=O)Nc2nc(C)c(C(=O)Nc3ccc4c(c3)CCC4)s2)c1	0	1	-44	-9	-4	-16	·	4
39	C[C@@H]1CN([C@H](C)CO)C(=O)c2cccc(NC(=O)Nc3ccc4c(c3)OCO4)c2O[C@@H]1CN(C)Cc1ccc(Cl)c(Cl)c1	-1	12	-2	-10	-2	-30	0.0	15
40	N#C/C(C(=O)NCCc1ccccc1)=C1/N=C(NC(=O)c2cccs2)c2ccccc21	10	-5	-10	·	·	·	0.2	-7

# Another view of part of the listing above:
38: Cc1cccc(C(=O)Nc2nc(C)c(C(=O)Nc3ccc4c(c3)CCC4)s2)c1
39: C[C@@H]1CN([C@H](C)CO)C(=O)c2cccc(NC(=O)Nc3ccc4c(c3)OCO4)c2O[C@@H]1CN(C)Cc1ccc(Cl)c(Cl)c1
40: N#C/C(C(=O)NCCc1ccccc1)=C1/N=C(NC(=O)c2cccs2)c2ccccc21
Compound | 38 | 39 | 40
ERAP1 HTS inh | 0 | -1 | 10
SIRT5 block | 1 | 12 | -5
LGR2 antag | -44 | -2 | -10
PGC1a acetyl inh | -9 | -10 | ·
Cneo AK release | -4 | -2 | ·
Statin myotox sup | -16 | -30 | ·
XiGFP reactiv | · | 0.0 | 0.2
S100A4 inh HTS | 4 | 15 | -7

# (continued)
item	compound	ERAP1 HTS inh	SIRT5 block	LGR2 antag	PGC1a acetyl inh	Cneo AK release	Statin myotox sup	XiGFP reactiv	S100A4 inh HTS
41	Cc1ccc(OCC(=O)N(C)CC(=O)NCc2ccco2)c(Br)c1	-1	0	13	·	-5	-6	-0.1	9
42	N#C[C@H]1[C@H](c2ccccc2-c2ccccc2F)[C@@H](CO)N1C(=O)C1CCC1	-1	-3	22	-7	·	·	0.0	20
43	COc1ccc(CN2CCNC(=O)C2CC(=O)N(C)Cc2ccncn2)c(OC)c1 (stereo not drawn)	1	-2	·	17	4	2	0.0	-7
44	O=C(CN(c1cccc(Br)c1)S(=O)(=O)c1ccccc1)N/N=C/c1cc([N+](=O)[O-])ccc1O	·	·	45	22	11	·	0.3	4
45	O=C(c1ccc(Cl)c(S(=O)(=O)N2CCc3ccccc32)c1)N1CCN(c2ccccc2O)CC1	-1	1	13	·	0	2	0.1	-3
46	Cn1c2ccccc2c2nnc(N/N=C/c3ccc(O)cc3)nc21	-8	4	6	-1	0	3	0.4	21
47	C[C@H]1CCCCO[C@@H](CN(C)S(=O)(=O)c2ccccc2)[C@@H](C)CN([C@@H](C)CO)C(=O)c2cc(NC(=O)Nc3ccccc3)ccc2O1	2	2	4	13	-5	·	0.0	0
48	COc1ccc(CCN2C(=NC(=O)C(C)C)SC3CS(=O)(=O)CC32)cc1 (stereo not drawn)	·	1	0	7	2	13	0.2	6
49	C[C@@H]1CCCCO[C@H](CN(C)Cc2ccc3c(c2)OCO3)[C@@H](C)CN([C@H](C)CO)C(=O)c2cc(NC(=O)Nc3ccccc3)ccc2O1	3	3	12	11	-1	·	0.0	19
50	C[C@H](CO)N1C[C@H](C)[C@@H](CN(C)CC2CCCCC2)Oc2ccc(NS(=O)(=O)c3ccccc3)cc2CC1=O	-4	8	2	·	46	35	0.1	5
51	Cc1ccc(-c2ocnc2C(=O)N2CCOCC2)cc1	4	7	-8	-6	0	-24	0.3	0
52	CC(C)C(=O)NC(=S)Nc1ccc(CN2CCOCC2)cc1	4	-2	-5	13	·	·	0.0	-1
53	O=C(C[C@H]1C=C[C@@H](NS(=O)(=O)c2cccc(F)c2)[C@@H](CO)O1)N1CCCCC1	1	-7	-9	-8	7	-4	0.0	3
54	CCC(=O)N(C)C[C@@H]1Oc2cc(C#CC(C)C)ccc2S(=O)(=O)N([C@H](C)CO)C[C@H]1C	-1	-2	11	4	1	-3	-0.7	-6
55	C=CCn1c(SCC(C)=O)nnc1-c1ccc2ncccc2c1	-4	-2	-9	8	1	-4	0.0	-1
56	CC(=O)Nc1cccc(C(=O)OCC(=O)Nc2nnc(-c3ccccc3)o2)c1	3	1	-3	2	1	-20	-0.1	-6
57	Cc1noc(C)c1NC(=O)N(C)C[C@H]1Oc2ccc(NC(=O)Cc3cn(C)c4ccccc34)cc2C(=O)N([C@H](C)CO)C[C@@H]1C	-4	5	·	-10	-3	16	-0.7	-9
58	CC(C)NC(=O)N(C)C[C@@H]1Oc2ccc(NC(=O)NC3CCCCC3)cc2CC(=O)N([C@@H](C)CO)C[C@H]1C	2	6	-31	6	0	31	0.1	-21
59	CC(/C=C/C=C/c1ccccc1)=N/NC(=O)c1ccc2c(c1)OCCO2	·	-4	·	5	-1	-20	0.0	-2
60	O=C(C[C@@H]1CC[C@@H]2[C@H](COC[C@H](O)CN2C(=O)c2ccccc2)O1)NCc1cccc(F)c1	-2	-4	-1	-6	7	6	0.5	-6
61	CCOc1ccccc1N1CC(C(=O)NCCOc2ccccc2OC)CC1=O (stereo not drawn)	-2	-2	-8	-3	0	4	0.0	0
62	CCN(CC)S(=O)(=O)c1ccc(C(=O)NCCN2C(=O)S/C(=C\c3cccnc3)C2=O)cc1	-1	1	16	·	·	·	0.3	0
